# RXFP1 ag = qHTS Assay for Agonists of the Relaxin Receptor RXFP1 | Relaxin receptor 1 (Homo sapiens), Q9HBX9 | HEK293T-RXFP1 cAMP TR-FRET, 30 min; response scale: percent of porcine relaxin response, buffer zero | Potency, µM (series often up to 57.5 µM), inactives show top-dose activation, hits mostly activators | actives 0.3% (n = 370,000) | AID 2676, 2010; active means well fitted activation curve with a large enough effect; inconclusive means small, poorly fitted or top-dose-only effect; further: potency means the concentration at half of the fitted maximal effect; on the % scale 0 is the no-effect control and ±100 the full control effect; nearly all actives have a fitted effect of over 60% in size; many of its hits are not listed in these tables
# Target sequence (Q9HBX9 whole entry, looked up): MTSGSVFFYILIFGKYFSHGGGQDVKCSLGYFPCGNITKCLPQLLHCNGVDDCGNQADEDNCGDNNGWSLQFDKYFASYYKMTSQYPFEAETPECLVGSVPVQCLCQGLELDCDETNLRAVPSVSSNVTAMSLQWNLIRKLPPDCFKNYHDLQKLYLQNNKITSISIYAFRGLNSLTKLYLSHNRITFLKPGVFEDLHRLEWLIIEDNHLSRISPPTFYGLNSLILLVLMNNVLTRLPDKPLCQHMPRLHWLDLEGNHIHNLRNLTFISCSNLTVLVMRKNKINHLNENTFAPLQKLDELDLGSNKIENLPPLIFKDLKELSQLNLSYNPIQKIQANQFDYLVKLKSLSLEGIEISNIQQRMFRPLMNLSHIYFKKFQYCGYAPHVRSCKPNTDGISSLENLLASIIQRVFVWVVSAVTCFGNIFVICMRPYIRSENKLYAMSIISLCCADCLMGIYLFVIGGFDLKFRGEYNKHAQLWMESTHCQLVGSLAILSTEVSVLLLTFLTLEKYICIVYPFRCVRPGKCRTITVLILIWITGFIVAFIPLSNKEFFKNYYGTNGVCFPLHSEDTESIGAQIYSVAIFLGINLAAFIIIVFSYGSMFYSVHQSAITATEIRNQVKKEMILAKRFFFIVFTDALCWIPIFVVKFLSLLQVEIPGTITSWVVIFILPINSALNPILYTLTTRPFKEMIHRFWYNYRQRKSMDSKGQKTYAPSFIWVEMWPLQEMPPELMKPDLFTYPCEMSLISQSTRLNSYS
#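 cAMP rise read by TR-FRET after 30 min, 37C compound exposure (up to 58 uM) in RXFP1-transfected HEK293 cells with Ro 20174 present. EC50 from Hill-equation fits, with 29 nM porcine relaxin as 100% and buffer as basal.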
# D2 PAM = HTS Assay for Positive Allosteric Modulators of the Human D2 Dopamine Receptor: Primary Screen for Potentiators; potentiation, % at 10 µM; D(2) dopamine receptor (Homo sapiens), P14416; actives 0.34% (n = 340,000); HEK293 T-REx D2, calcium flux, EC20 dopamine potentiation;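 active means potentiation over 3 SD above the plate norm, cut at about 30% in these data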; further: 0% is about no effect
#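 Cells plated with tetracycline inducer and held overnight at 30 C; calcium dye loaded 30–90 min at room temperature; baseline taken, compound added and read 180 s; EC20 dopamine then added and read 180 s.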
# RXFP1 antagonist = qHTS Assay for Antagonists of the Relaxin Receptor RXFP1. HEK293-RXFP1, relaxin-stimulated cAMP HTRF, 30 min; active compounds read low. activity change, negative = inhibition, % at 57.5 µM. actives 0.59% (n = 350,000);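 active means activity change of -60% or lower, but not beyond a set lower limit; inconclusive means change between -60% and -40%, or beyond the set limit; inactive means change above -40%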; further: on the % scale 0 is the no-effect control and ±100 the full control effect
# D1 ag = Allosteric Agonists of the Human D1 Dopamine Receptor: qHTS; actives 1% (n = 360,000); activation, % at 2 µM; HEK293 T-REx D1 cells, calcium flux, agonist mode; in the data active means activation above about 30%; further: 0% is about no effect
#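 Inducible HEK293 T-REx D1 cells, force-coupled to calcium signalling, were plated at 4000 cells/well with tetracycline and held overnight at 30 C. After no-wash calcium dye loading, compound-evoked calcium rise over 180 s flagged agonists.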
# D2 ag = HTS Assay for Allosteric Agonists of the Human D2 Dopamine Receptor: Primary Screen for Agonists; D(2) dopamine receptor (Homo sapiens), P14416; HEK293 T-REx D2 cells, calcium flux agonist mode; activation, % at 2 µM; actives 0.53% (n = 340,000);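 active means activation over 3 SD above normal in the single-dose calcium agonist read, cut at about 30% in these data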; further: 0% is about no effect
#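 Calcium-flux readout, 1 cycle/sec over 180 s following compound pin transfer, in inducible HEK293 Trex D2 cells (force-coupled); dopamine controls included. Positive calcium responses during this window marked compounds as potential agonists.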
# D1 antag = Antagonist of Human D 1 Dopamine Receptor: qHTS | D(1A) dopamine receptor (Homo sapiens), P21728 | HEK293 TREx D1 cells, calcium flux, dopamine EC80; active compounds read low | activity change, negative = inhibition, % at 10 µM | actives 3.2% (n = 360,000) | AID 504652, 2011; in the data active means activity change below about -30%; further: on the % scale 0 is the no-effect control and ±100 the full control effect
#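 After overnight tetracycline induction at 30 C, force-coupled D1 HEK293 cells took up a no-wash calcium dye at room temperature. Compounds were added and monitored 180 s, and the response to EC80 dopamine was then recorded.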
# D2 antagonist = HTS Assay for Allosteric Antagonists of the Human D2 Dopamine Receptor: Primary Screen for Antagonists. inhibition, % at 10 µM. actives 2% (n = 340,000). AID 485344, 2010. HEK293 TREx D2 cells, calcium flux, dopamine EC80; in the data active means inhibition above about 30%; further: 0% is about no effect
#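 Calcium flux kinetic readout in an inducible HEK293 TREx D2 line plated overnight at 30 C. After 180 s compound exposure, an EC80 dopamine challenge follows with another 180 s kinetic read to detect antagonism.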
# TRHR PAM = qHTS for Small Molecule Agonists and Allosteric Enhancers of Human TRH Receptor: Primary Screen for Enhancers; Thyrotropin-releasing hormone receptor (Homo sapiens), P34981; TRHR cells, fluo-8 calcium fluorescence, EC20 TRH enhancement; enhancement, % at 2 µM; actives 0.66% (n = 360,000); in the data active means enhancement above about 30%; further: 0% is about no effect
#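 TRHR-expressing cells loaded with fluo-8 calcium dye were read kinetically (ex 480/em 530) during compound addition, then stimulated with an EC20 of TRH (10 nM final). Enhancement of the Gq-mediated intracellular calcium response was scored.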
# D1 PAM = Potentiators of Human D1 Dopamine Receptor: qHTS. actives 0.036% (n = 360,000). D(1A) dopamine receptor (Homo sapiens), P21728. potentiation, % at 10 µM. HEK293 TREx D1 cells, calcium flux, dopamine EC20 potentiation; in the data active means potentiation above about 30%; further: 0% is about no effect
# * = called active by the depositor; ? = inconclusive; . = no result given. Not all compounds are listed; rates above refer to the full screens.
SMILES,RXFP1 ag,D2 PAM,RXFP1 antagonist,D1 ag,D2 ag,D1 antag,D2 antagonist,TRHR PAM,D1 PAM
CCNC(=S)N1CCC(C(=O)c2ccc3c(c2)OCCO3)CC1,2.7%,7,0,3,-0.7,-2,4,5,-3
CC1(C)C2CCC1(CS(=O)(=O)N1CCC(C(=O)O)CC1)C(=O)C2 (configuration not stated),0.8%,19,5,2,-0.7,-13,-4,1,-6
c1ccc(CN2CCN(Cc3c[nH]c4ccccc34)CC2)cc1,-0.9%,-19,-13,14,0.1,-16,2,4,-17
CCCCC(=O)OC1=C(C(=O)c2ccccc2)N(CC)S(=O)(=O)c2ccccc21,-1.1%,12,?,10,1.5,8,.,-7,-1
COc1ccc(-c2noc(CN(C(=O)COc3cc(C)c(Br)c(C)c3)C(C)C)n2)cc1,-2.3%,0,.,19,-1.0,-11,.,5,1
Cn1c(SCC(=O)NC2(C#N)CCCCC2)nnc1-c1cccnc1,6.8%,.,-17,3,.,-17,.,1,9
COc1ccc(OC)c(N(CC(=O)N2CCc3ccccc3C2)S(C)(=O)=O)c1,-1.1%,27,8,7,-1.9,-4,-1,6,-1
COc1cc(/C=C/C(=O)OCC(=O)NC(=O)NC(C)(C)C)ccc1O,0.6%,-3,-5,5,-2.5,-7,8,4,7
CC1Cc2ccccc2N1CC(=O)NC(=O)NCc1ccccc1 (configuration not stated),0.7%,1,17,4,.,1,.,3,-4
COc1ccc(C(CNC(=O)c2oc3ccc(C)cc3c2C)N2CCCCC2)cc1 (configuration not stated),0.5%,-25,-7,0,-0.6,-2,-29,8,2
O=C(COC(=O)c1cccnc1Cl)Nc1cccc(S(=O)(=O)N2CCCCC2)c1,14%,17,9,16,-1.0,-5,8,54*,-1
CN(Cc1ccccc1)C(=O)CSc1nnc(-c2ccco2)n1-c1ccccc1,-0.3%,-3,-1,2,0.2,7,-2,-3,-3
O=C(COc1ccccc1)N1CCN(C(=O)Cc2ccccc2)CC1,0.6%,-5,-7,0,0.5,-9,-21,1,-1
CCOc1cc(C)c(S(=O)(=O)NCc2ccccn2)cc1C,-0.9%,4,-2,3,-1.2,-15,4,-3,1
CC1(C)NC(=O)N(CCOCCOc2ccccc2)C1=O,1.4%,-3,3,4,-1.2,0,-1,3,-3
COc1ccc(N2C(=O)C3CCCN3C2c2cccs2)cc1 (configuration not stated),-0.7%,10,.,3,0.5,-5,-7,3,.
Cn1cnc(S(=O)(=O)N2CCC(C(=O)Nc3ccc(OC(F)(F)F)cc3)CC2)c1,1.6%,0,-4,-1,2.5,5,.,-6,1
COc1cccc(N2CC(O)=C(c3nc4ccccc4s3)C2=N)c1,?,9,12,1,0.0,-2,-1,-1,0
CCN(Cc1ccccc1)S(=O)(=O)c1ccc2c(c1)CCCN2C(C)=O,3.1%,-9,-4,10,0.7,-20,.,-3,-6
Cc1ccc(S(=O)(=O)N(CC(=O)NCCc2ccc(Cl)cc2)c2ccccc2C)cc1,2.4%,-2,.,3,-0.3,3,.,-9,-3
Cc1c(Br)c([N+](=O)[O-])nn1CC(=O)N1CCN(Cc2ccccc2)CC1,-0.5%,1,-31,2,0.7,-19,-3,11,-1
CCOC(=O)c1c(NC2=NS(=O)(=O)c3ccccc32)sc2c1CCCCC2,1.1%,7,8,3,-0.8,16,8,-10,6
O=C(C1CCC(C(=O)N2CCc3ccccc32)CC1)N1CCc2ccccc21 (configuration not stated),-0.6%,-30,-9,2,7.2,2,-3,0,-5
COc1ccccc1CNC(=O)c1ccc(-c2ccccc2Cl)o1,-1.1%,7,.,4,-0.8,8,2,-2,-6
O=C(CN1C(=O)/C(=C/c2ccc(Cl)cc2)SC1=S)NC1C=CS(=O)(=O)C1 (configuration not stated),0.1%,28,-5,1,-1.4,9,6,7,-2
CCN(C(=O)CN1CCN(S(=O)(=O)c2ccccc2C(F)(F)F)CC1)c1c(N)n(Cc2ccccc2)c(=O)[nH]c1=O,0.2%,-1,-1,0,0.2,-19,4,17,-1
CCN1CCN(C(=O)CS(=O)(=O)Cc2nc(-c3ccccc3C)oc2C)CC1,-0.5%,11,9,7,0.4,-27,2,-1,-4
COc1ccccc1Oc1nc(C)c(C(C)=O)cc1C#N,0.2%,-1,5,-1,-0.2,-4,12,-11,3
COc1cccc(C(c2nnnn2Cc2ccco2)N2CCN(c3cccc(C)c3C)CC2)c1OC (configuration not stated),0.9%,-7,-10,0,-0.8,-7,-13,6,0
COc1ccccc1OCC(=O)O/N=C(\N)c1ccccn1,-1.9%,1,3,2,0.5,-1,10,2,5
COc1cc(NC(=O)C2CCCN2S(=O)(=O)c2cccc3cccnc23)cc(OC)c1OC (configuration not stated),14%,12,.,3,-1.9,3,25,0,-1
CCCCC(=O)NC1(C(F)(F)F)NC(=O)N(C)C1=O (configuration not stated),-1.3%,-2,5,4,0.7,4,3,-2,4
CCC12CN3CC(CC)(CN(C1)C31C(=O)N(C)c3ccc(C)cc31)C2=O (configuration not stated),1.2%,28,-7,0,0.4,-4,-15,-3,-3
CC(=O)Nc1cccc(NC(=O)CSc2cn(CC(=O)N(C(C)C)C(C)C)c3ccccc23)c1,1.3%,-6,-27,0,2.6,-19,.,-6,0
COc1ccccc1N1CCN(C2=Nc3cccc4cccc2c34)CC1,0.1%,-1,-32,11,1.0,-9,1,-5,-2
CCOC(=O)N1CCN(C(=O)C2CCCN(S(=O)(=O)c3ccccc3)C2)CC1 (configuration not stated),-0.6%,-6,4,0,1.0,17,28,-4,-4
COc1ccc(C)cc1NC(=O)c1ccc(S(=O)(=O)N2CCCCC2)cc1,0.3%,7,-2,0,-2.2,7,-7,0,1
Cc1noc(C)c1S(=O)(=O)N1CCC(C(N)=O)CC1,-0.9%,-5,0,0,-0.3,8,-7,0,-1
CC(C)C1NC(=S)N(Cc2ccccc2)C1=O (configuration not stated),2.4%,-1,-8,3,-0.3,-13,-8,15,-9
O=C(COC(=O)c1ccccc1NCCO)NCc1cccs1,3.0%,8,9,4,0.0,3,-8,4,3
Cc1nn(Cc2ccc(F)cc2)c(C)c1NC(=O)c1nn(C)cc1Cl,0.2%,-7,3,3,-0.5,-11,-6,-1,0
Cn1c(N)c(N=Nc2ccc(S(N)(=O)=O)cc2)c(=O)n(C)c1=O,16%,7,18,3,0.8,-11,8,-18,5
S=c1[nH]nc(-c2ccc3ccccc3n2)o1,6.5%,-6,?,0,0.0,-10,3,7,-4
COC(=O)c1sc(S(=O)(=O)N2CCCCC2C)c(C(=O)OC)c1C (configuration not stated),1.7%,5,0,1,0.2,-59*,-19,20,-1
CCCn1c(=O)c(C(=O)c2ccccc2)nc2ccccc21,0.5%,.,7,-1,.,-18,.,-3,-5
COc1ccccc1N1CCN(c2ccc(=O)n(CC(=O)Nc3ccc(F)c(F)c3)n2)CC1,0.3%,-21,4,1,-0.2,1,.,-14,-4
COc1ccc(NC(=O)c2ccc(-c3ccc([N+](=O)[O-])cc3)o2)cc1,-0.4%,-4,-29,0,-1.9,-8,1,4,0
CCC(=O)Nc1cc2c3c(c1)CCN3C(=O)CC2,1.4%,6,13,4,1.0,-13,33*,0,-2

# 2 of these compounds, set out differently.
Molecule | RXFP1 ag | D2 PAM | RXFP1 antagonist | D1 ag | D2 ag | D1 antag | D2 antagonist | TRHR PAM | D1 PAM
Cc1noc(C)c1S(=O)(=O)N1CCC(C(N)=O)CC1 | -0.9% | -5 | 0 | 0 | -0.3 | 8 | -7 | 0 | -1
CC(C)C1NC(=S)N(Cc2ccccc2)C1=O (configuration not stated) | 2.4% | -1 | -8 | 3 | -0.3 | -13 | -8 | 15 | -9

# Among those listed so far, 15 have an aryl methoxy group:
SMILES,RXFP1 ag,D2 PAM,RXFP1 antagonist,D1 ag,D2 ag,D1 antag,D2 antagonist,TRHR PAM,D1 PAM
COc1ccc(-c2noc(CN(C(=O)COc3cc(C)c(Br)c(C)c3)C(C)C)n2)cc1,-2.3%,0,.,19,-1.0,-11,.,5,1
COc1ccc(OC)c(N(CC(=O)N2CCc3ccccc3C2)S(C)(=O)=O)c1,-1.1%,27,8,7,-1.9,-4,-1,6,-1
COc1cc(/C=C/C(=O)OCC(=O)NC(=O)NC(C)(C)C)ccc1O,0.6%,-3,-5,5,-2.5,-7,8,4,7
COc1ccc(C(CNC(=O)c2oc3ccc(C)cc3c2C)N2CCCCC2)cc1 (configuration not stated),0.5%,-25,-7,0,-0.6,-2,-29,8,2
COc1ccc(N2C(=O)C3CCCN3C2c2cccs2)cc1 (configuration not stated),-0.7%,10,.,3,0.5,-5,-7,3,.
COc1cccc(N2CC(O)=C(c3nc4ccccc4s3)C2=N)c1,?,9,12,1,0.0,-2,-1,-1,0
COc1ccccc1CNC(=O)c1ccc(-c2ccccc2Cl)o1,-1.1%,7,.,4,-0.8,8,2,-2,-6
COc1ccccc1Oc1nc(C)c(C(C)=O)cc1C#N,0.2%,-1,5,-1,-0.2,-4,12,-11,3
COc1cccc(C(c2nnnn2Cc2ccco2)N2CCN(c3cccc(C)c3C)CC2)c1OC (configuration not stated),0.9%,-7,-10,0,-0.8,-7,-13,6,0
COc1ccccc1OCC(=O)O/N=C(\N)c1ccccn1,-1.9%,1,3,2,0.5,-1,10,2,5
COc1cc(NC(=O)C2CCCN2S(=O)(=O)c2cccc3cccnc23)cc(OC)c1OC (configuration not stated),14%,12,.,3,-1.9,3,25,0,-1
COc1ccccc1N1CCN(C2=Nc3cccc4cccc2c34)CC1,0.1%,-1,-32,11,1.0,-9,1,-5,-2
COc1ccc(C)cc1NC(=O)c1ccc(S(=O)(=O)N2CCCCC2)cc1,0.3%,7,-2,0,-2.2,7,-7,0,1
COc1ccccc1N1CCN(c2ccc(=O)n(CC(=O)Nc3ccc(F)c(F)c3)n2)CC1,0.3%,-21,4,1,-0.2,1,.,-14,-4
COc1ccc(NC(=O)c2ccc(-c3ccc([N+](=O)[O-])cc3)o2)cc1,-0.4%,-4,-29,0,-1.9,-8,1,4,0
